Mtb BioA inh: M. tuberculosis BioA enzyme inhibitors, primary screen, biochemical, plate reader, single point, HTS; 7,8-diaminopelargonic acid synthase BioA (Mycobacterium tuberculosis); purified M. tuberculosis BioA enzyme; inhibition, % at 9.99 µM; 360,000 compounds, 0.096% hits; AID 602481, 2012; in the data active means inhibition above about 40%
* hit, by the source's call.

Cc1ccccc1S(=O)(=O)N(C)C[C@H]1OCc2ccccc2-c2ccccc2C(=O)N([C@@H](C)CO)C[C@H]1C
  Mtb BioA inh = 1.2

COc1ccc(S(=O)(=O)Nc2ccc3c(c2)CC(=O)N([C@H](C)CO)C[C@H](C)[C@@H](CN(C)C(=O)Nc2ccc(C(F)(F)F)cc2)O3)cc1
  Mtb BioA inh = 0.0

COc1ccccc1-c1ccc2c(c1)O[C@H](CN(C)C(=O)Nc1ccccc1)[C@H](C)CN([C@@H](C)CO)S2(=O)=O
  Mtb BioA inh = -1.7

C[C@@H]1CN([C@@H](C)CO)C(=O)c2cc(NC(=O)Cn3cnnn3)ccc2O[C@H]1CN(C)C(=O)NC1CCCCC1
  Mtb BioA inh = 1.5

C[C@H](CO)N1C[C@H](C)[C@H](CN(C)S(=O)(=O)c2ccccc2F)Oc2cc(C#Cc3cccc(F)c3)ccc2S1(=O)=O
  Mtb BioA inh = -0.7

C[C@@H]1CCCCO[C@H](CN(C)Cc2ccc(C(=O)O)cc2)[C@H](C)CN([C@@H](C)CO)C(=O)c2cc(NC(=O)C3CCCCC3)ccc2O1
  Mtb BioA inh = -2.6

CCNC(=O)[C@H]1[C@H](CO)[C@H]2Cn3c(ccc(/C=C/c4ccccc4)c3=O)[C@@H]1N2C(=O)c1ccncc1
  Mtb BioA inh = 0.8

CCC(=O)Nc1ccc2c(c1)OC[C@@H](C)N(Cc1cncnc1)C[C@@H](C)[C@H](OC)CN(C)C2=O
  Mtb BioA inh = 1.2

CNC[C@H]1OCCCC[C@@H](C)Oc2ccc(NS(=O)(=O)c3ccccc3)cc2C(=O)N([C@H](C)CO)C[C@@H]1C
  Mtb BioA inh = -0.7

O=C(C[C@H]1C[C@@H]2c3cc(NC(=O)c4ccc5c(c4)OCO5)ccc3O[C@@H]2[C@H](CO)O1)NCc1cccnc1
  Mtb BioA inh = 0.9

Arranged by length of the SMILES (low to high): some entries from above
CCC(=O)Nc1ccc2c(c1)OC[C@@H](C)N(Cc1cncnc1)C[C@@H](C)[C@H](OC)CN(C)C2=O
  Mtb BioA inh = 1.2

Cc1ccccc1S(=O)(=O)N(C)C[C@H]1OCc2ccccc2-c2ccccc2C(=O)N([C@@H](C)CO)C[C@H]1C
  Mtb BioA inh = 1.2

CCNC(=O)[C@H]1[C@H](CO)[C@H]2Cn3c(ccc(/C=C/c4ccccc4)c3=O)[C@@H]1N2C(=O)c1ccncc1
  Mtb BioA inh = 0.8

COc1ccccc1-c1ccc2c(c1)O[C@H](CN(C)C(=O)Nc1ccccc1)[C@H](C)CN([C@@H](C)CO)S2(=O)=O
  Mtb BioA inh = -1.7

C[C@H](CO)N1C[C@H](C)[C@H](CN(C)S(=O)(=O)c2ccccc2F)Oc2cc(C#Cc3cccc(F)c3)ccc2S1(=O)=O
  Mtb BioA inh = -0.7

C[C@@H]1CCCCO[C@H](CN(C)Cc2ccc(C(=O)O)cc2)[C@H](C)CN([C@@H](C)CO)C(=O)c2cc(NC(=O)C3CCCCC3)ccc2O1
  Mtb BioA inh = -2.6

COc1ccc(S(=O)(=O)Nc2ccc3c(c2)CC(=O)N([C@H](C)CO)C[C@H](C)[C@@H](CN(C)C(=O)Nc2ccc(C(F)(F)F)cc2)O3)cc1
  Mtb BioA inh = 0.0

(cont.)
COCC(=O)Nc1ccc2c(c1)[C@H]1C[C@@H](CC(=O)NCc3ccccn3)O[C@H](CO)[C@H]1O2
  Mtb BioA inh = -1.3

COCc1cn(CC[C@H]2CC[C@H](NC(=O)Nc3c(C)noc3C)[C@@H](CO)O2)nn1
  Mtb BioA inh = -1.8

CO[C@@H]1CC[C@H]2CCN(C)C(=O)[C@H](C)[C@H](OC)CN(C)C(=O)c3cc(C#N)ccc3OC[C@H]1O2
  Mtb BioA inh = -0.3

N#Cc1cccc(-c2ccc([C@H]3[C@@H](CO)N4CCCCN(C(=O)Nc5ccc(F)cc5)C[C@@H]34)cc2)c1
  Mtb BioA inh = 4.2

C[C@@H]1CN([C@H](C)CO)C(=O)c2cc(C#Cc3cccc(F)c3)cnc2O[C@H]1CN(C)C(=O)c1ccccc1F
  Mtb BioA inh = 0.6

C[C@@H]1CN([C@@H](C)CO)C(=O)c2cccc(NC(=O)c3ccncc3)c2O[C@@H]1CN(C)S(=O)(=O)c1ccc(F)cc1
  Mtb BioA inh = -1.4

COc1ccc(S(=O)(=O)N(C)C[C@H]2OCCCC[C@H](C)Oc3ccc(NS(=O)(=O)c4ccccc4)cc3C(=O)N([C@H](C)CO)C[C@H]2C)cc1
  Mtb BioA inh = -3.2

CS(=O)(=O)Nc1ccc2c(c1)[C@H]1C[C@H](CC(=O)NCc3cc(F)ccc3F)O[C@@H](CO)[C@H]1O2
  Mtb BioA inh = -2.3

C[C@@H]1CN([C@H](C)CO)C(=O)c2cc(NC(=O)CCCN(C)C)ccc2O[C@@H]1CN(C)S(C)(=O)=O
  Mtb BioA inh = -1.4

CO[C@H]1CN(C)C(=O)c2cc(NC(=O)C3CC3)ccc2OC[C@H](C)N(Cc2cccc(F)c2)C[C@H]1C
  Mtb BioA inh = 6.3

CN(C)C(=O)C[C@@H]1CC[C@@H]2[C@H](COc3ccc(NC(=O)NCc4ccccc4)cc3C(=O)N2C)O1
  Mtb BioA inh = -0.5

COc1ccc(-c2cnc3c(c2)C(=O)N([C@@H](C)CO)C[C@@H](C)[C@@H](CN(C)Cc2ccccc2)O3)cc1
  Mtb BioA inh = -0.3

COc1ccccc1C#Cc1ccc([C@H]2[C@@H](CO)N3CCCCN(C(=O)C4CC4)C[C@@H]23)cc1
  Mtb BioA inh = -0.4

COc1ccc(NC(=O)Nc2cccc3c2O[C@@H](CN(C)S(=O)(=O)c2ccccc2)[C@H](C)CN([C@H](C)CO)C3=O)cc1
  Mtb BioA inh = 2.9

CN1C(=O)c2cc(NC(=O)Cc3cccs3)ccc2OC[C@@H]2O[C@H](CC(=O)NCCc3ccncc3)CC[C@H]21
  Mtb BioA inh = 0.6

C[C@@H]1CCCCO[C@@H](CN(C)C(=O)Nc2ccc3c(c2)OCO3)[C@H](C)CN([C@H](C)CO)C(=O)c2cc(NC(=O)C3CCCCC3)ccc2O1
  Mtb BioA inh = -2.3

Cc1ccc(S(=O)(=O)Nc2ccc3c(c2)CC(=O)N([C@@H](C)CO)C[C@H](C)[C@H](CN(C)C(=O)NC2CCCCC2)O3)cc1
  Mtb BioA inh = -1.4

C/C=C/c1ccc([C@H]2[C@@H](CO)N3CCCCN(C(=O)Cc4ccncc4)C[C@H]23)cc1
  Mtb BioA inh = 2.1

COc1cccc(C#Cc2cnc3c(c2)C(=O)N([C@H](C)CO)C[C@H](C)[C@@H](CN(C)C(=O)C2CCC2)O3)c1
  Mtb BioA inh = 2.2

C[C@@H]1CN([C@@H](C)CO)C(=O)c2cc(NS(=O)(=O)c3ccccc3)ccc2O[C@H]1CN(C)Cc1ccc2c(c1)OCO2
  Mtb BioA inh = -1.5

O=S(=O)(c1ccc(F)cc1)N1CCCCN2[C@H](CO)[C@H](c3ccc(-c4ccccc4)cc3)[C@H]2C1
  Mtb BioA inh = -0.2

CN1CCN(C(=O)C[C@H]2C[C@@H]3c4cc(NC(=O)Nc5ccccc5F)ccc4O[C@@H]3[C@H](CO)O2)CC1
  Mtb BioA inh = 0.1

C[C@H](CO)N1C[C@H](C)[C@H](CN(C)Cc2ccc(Cl)c(Cl)c2)Oc2ccc(NC(=O)Nc3ccc(F)cc3)cc2C1=O
  Mtb BioA inh = -1.7

C[C@@H]1CCCCO[C@H](CN(C)C)[C@H](C)CN([C@@H](C)CO)C(=O)c2cc(NC(=O)Nc3cccc4ccccc34)ccc2O1
  Mtb BioA inh = 0.2

CNC[C@@H]1Oc2ccc(NC(=O)Cn3cnnn3)cc2C(=O)N([C@@H](C)CO)C[C@@H]1C
  Mtb BioA inh = -0.9

COc1ccc(NC(=O)Nc2cccc3c2O[C@H](CN(C)C(=O)Nc2ccc(F)cc2)[C@H](C)CN([C@@H](C)CO)C3=O)cc1
  Mtb BioA inh = -2.3

CO[C@H]1CN(C)C(=O)c2cccc(C#N)c2OCC[C@@H]2CC[C@@H](OC)[C@@H](CN(C)C(=O)[C@H]1C)O2
  Mtb BioA inh = 0.4

CCCNC(=O)N1C[C@H](C)[C@H](OC)CN(C)C(=O)c2ccc(NS(=O)(=O)CC(F)(F)F)cc2OC[C@@H]1C
  Mtb BioA inh = -1.4

C[C@H](CO)N1C[C@H](C)[C@H](CN(C)Cc2ccccc2)Oc2cc(-c3ccccc3)ccc2S1(=O)=O
  Mtb BioA inh = 0.9

C[C@H](NC(=O)C[C@@H]1CC[C@H](NC(=O)CN2CCOCC2)[C@H](CO)O1)c1ccccc1
  Mtb BioA inh = -2.1

COc1cccc(S(=O)(=O)Nc2ccc3c(c2)[C@@H]2C[C@H](CC(=O)N(C)C)O[C@@H](CO)[C@@H]2O3)c1
  Mtb BioA inh = 22.4

C[C@@H]1CN([C@@H](C)CO)C(=O)Cc2cc(NC(=O)CCN3CCOCC3)ccc2O[C@H]1CN(C)S(=O)(=O)c1cn(C)cn1
  Mtb BioA inh = -5.7

C[C@@H]1CN([C@@H](C)CO)C(=O)c2cc(Br)cnc2O[C@@H]1CN(C)C(=O)C1CC1
  Mtb BioA inh = 2.6

CN(C)C(=O)c1ccc(-c2ccc3c(c2)[C@H]2[C@H](CCN2C(=O)c2ccccc2F)[C@H](CO)N3)cc1
  Mtb BioA inh = 11.3

C[C@H]1CN([C@@H](C)CO)C(=O)c2cc(NC(=O)Nc3ccc4c(c3)OCO4)ccc2O[C@H]1CN(C)Cc1ccc(C(=O)O)cc1
  Mtb BioA inh = 0.4

C[C@H]1CN([C@@H](C)CO)C(=O)c2cccc(NC(=O)C3CC3)c2O[C@@H]1CN(C)S(C)(=O)=O
  Mtb BioA inh = -1.9

C[C@H]1CN([C@@H](C)CO)C(=O)CCCn2cc(nn2)CO[C@@H]1CN(C)Cc1ccccc1
  Mtb BioA inh = -1.2

CN(C)CC(=O)Nc1ccc2c(c1)[C@H]1C[C@@H](CC(=O)NCCc3ccccc3)O[C@@H](CO)[C@H]1O2
  Mtb BioA inh = 3.4

N#C[C@H]1[C@@H](c2ccccc2)[C@H](CO)N1C(=O)CN1CCOCC1
  Mtb BioA inh = -0.2

Cc1noc(C)c1S(=O)(=O)Nc1ccc2c(c1)CC(=O)N([C@@H](C)CO)C[C@@H](C)[C@@H](CN(C)C(=O)Nc1ccc(F)cc1)O2
  Mtb BioA inh = -0.9

C[C@@H]1CN([C@@H](C)CO)C(=O)Cc2cc(NS(=O)(=O)c3cccs3)ccc2O[C@@H]1CN(C)Cc1ccc(C(F)(F)F)cc1
  Mtb BioA inh = -0.1

C[C@@H]1CCCCO[C@@H](CN(C)C)[C@H](C)CN([C@H](C)CO)C(=O)c2cc(NC(=O)CCC(F)(F)F)ccc2O1
  Mtb BioA inh = 0.1

CCCC#Cc1ccc([C@@H]2[C@@H](CO)N(S(=O)(=O)c3cccc(F)c3)[C@H]2C#N)cc1
  Mtb BioA inh = -2.0

CN(C)C(=O)C[C@@H]1CC[C@H](NC(=O)Nc2cccc(F)c2)[C@H](CO)O1
  Mtb BioA inh = 1.8

CCC(=O)NC[C@@H]1[C@@H](c2ccc(C3=CCCC3)cc2)[C@H](CO)N1C(C)=O
  Mtb BioA inh = 2.7

CCCC#Cc1ccc([C@@H]2[C@@H](C#N)N(C(=O)C3CCC3)[C@H]2CO)cc1
  Mtb BioA inh = 0.4

CO[C@@H]1CN(C)C(=O)c2cc(NC(C)=O)ccc2OC[C@@H](C)N(C(=O)c2ccccn2)C[C@H]1C
  Mtb BioA inh = -6.1

O=C(Nc1ccccc1F)N1C[C@@H]2[C@H](c3ccccc31)[C@@H](CO)N2C(=O)Cc1cccnc1
  Mtb BioA inh = 1.1

C[C@@H]1CN([C@@H](C)CO)C(=O)c2cc(N(C)C)ccc2O[C@@H]1CN(C)S(=O)(=O)c1cn(C)cn1
  Mtb BioA inh = 2.5

Cc1ccc(S(=O)(=O)N(C)C[C@H]2Oc3ccc(NS(=O)(=O)c4c(C)noc4C)cc3CC(=O)N([C@H](C)CO)C[C@H]2C)cc1
  Mtb BioA inh = 2.3

C[C@@H]1CN([C@H](C)CO)C(=O)c2c(c3ccccc3n2C)-c2ccccc2CO[C@@H]1CN(C)C(=O)Nc1ccc(F)cc1
  Mtb BioA inh = 2.1

Cc1ccc(S(=O)(=O)N[C@H]2C=C[C@@H](CC(=O)NCCCN(C)C)O[C@@H]2CO)cc1
  Mtb BioA inh = 1.5

O=C(c1ccc2c(c1)OCO2)N1C[C@@H]2[C@H](c3ccccc31)[C@@H](CO)N2Cc1cccnc1
  Mtb BioA inh = 2.3

Cc1ccc(-c2ccc3c(c2)O[C@@H](CN(C)C(=O)Nc2ccccc2)[C@@H](C)CN([C@@H](C)CO)S3(=O)=O)cc1
  Mtb BioA inh = -1.8

C[C@@H]1CCCCO[C@H](CN(C)C(=O)C2CCCCC2)[C@@H](C)CN([C@H](C)CO)C(=O)c2cc(NC(=O)CCC(F)(F)F)ccc2O1
  Mtb BioA inh = -3.5

CN1CCN(C(=O)C[C@@H]2C=C[C@@H](NS(=O)(=O)c3cccc(F)c3)[C@@H](CO)O2)CC1
  Mtb BioA inh = -1.3

CN(C)C(=O)c1ccc(-c2ccc3c(c2)[C@@H]2[C@@H](CCN2Cc2ccc4c(c2)OCO4)[C@@H](CO)N3)cc1
  Mtb BioA inh = 6.9

O=C(C[C@@H]1CC[C@@H](NS(=O)(=O)c2ccc(F)cc2)[C@@H](CO)O1)NC1CCC1
  Mtb BioA inh = 0.3

Compound activity from PubChem.

A portion of the library; the hit share may differ from the screen's.
